Screening data deposited in PubChem BioAssay by Sanford-Burnham Center for Chemical Genomics.
CHOP UPR activ = activators of apoptotic arm of unfolded protein response (CHOP); CHO-CHOP luciferase reporter, UPR activation, luminescence; percent of tunicamycin response over DMSO baseline; activation, % at 10 µM; actives 0.34% (n = 330,000); AID 449763;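 active = at 10 µM dose, activation of 40% or more, normalized to positive control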;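 also: 100% = tunicamycin at 10 µg/mL and 0% = DMSO alone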
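Assay system: CHO-CHOP cells, stable luciferase reporter of PERK-eIF2a-CHOP signalling / Buffer or medium: F12 plus 10% serum / Compound dosing: one dose, 10 µM in 0.5% DMSO / Times: 6 h compound treatment, 37 °C / Technique: luciferase luminescence / Read-out: % reporter activation, DMSO baseline versus tunicamycin full activation / Benchmarks: tunicamycin and DMSO controls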
tim10-1 inh = inhibits growth of tim10-1 mutant yeast; AID 463190; inhibition, % at 20 µM; actives 2.2% (n = 330,000); S. cerevisiae tim10-1 ts strain growth, BacTiter-Glo, 24 h;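 active = inhibition of at least 40%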;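 also: mutant grown at 25 °C; 0% = DMSO wells with yeast and 100% = wells holding no yeast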
Jurkat NFkB inh = inhibitors of the PMA/ionomycin-induced NF-kB reporter in Jurkat cells; PMA/ionomycin-induced NF-kB luciferase reporter, luminescence; inhibition, % at 4 µM; actives 0.53% (n = 330,000); AID 435003; in the data active = inhibition above about 50%
XBP1 UPR activ = activators of adaptive arm of unfolded protein response (XBP1) | actives 0.33% (n = 330,000) | AID 463104 | activation, % at 20 µM | CHO-XBP1 luciferase reporter, IRE1-XBP1 UPR activation, luminescence; percent of tunicamycin response, DMSO as zero;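 active = versus positive control, 20 µM dose yields 30% or more activation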;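 also: 100% = tunicamycin at 10 µg/mL and 0% = DMSO only wells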
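incubation = overnight seeding at 37 °C, 6 h compound treatment at 37 °C | assay system = CHO-XBP1 cells stably carrying IRE1-XBP1-driven luciferase reporter | input = 1000 cells per well | detection = luciferase luminescence | dosing = single point, 20 µM final compound, 1% DMSO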
697 NFkB inh = inhibitors of the PMA/ionomycin-induced NF-kB reporter in 697 B cells. 697 B-cell NF-kB luciferase reporter, 16 h. inhibition, % at 4 µM. actives 0.33% (n = 330,000). AID 435022; in the data active = inhibition above about 35%
Mdm2 MdmX PPI = human Mdm2/MdmX binding inhibition; O15151+Q00987; actives 3% (n = 330,000); inhibition, % at 8 µM; SaOS-2 split-luciferase Mdm2/MdmX complementation, luminescence;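 active = inhibition of at least 50% at 8 µM in the primary screen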
Target sequence (O15151 whole entry, looked up): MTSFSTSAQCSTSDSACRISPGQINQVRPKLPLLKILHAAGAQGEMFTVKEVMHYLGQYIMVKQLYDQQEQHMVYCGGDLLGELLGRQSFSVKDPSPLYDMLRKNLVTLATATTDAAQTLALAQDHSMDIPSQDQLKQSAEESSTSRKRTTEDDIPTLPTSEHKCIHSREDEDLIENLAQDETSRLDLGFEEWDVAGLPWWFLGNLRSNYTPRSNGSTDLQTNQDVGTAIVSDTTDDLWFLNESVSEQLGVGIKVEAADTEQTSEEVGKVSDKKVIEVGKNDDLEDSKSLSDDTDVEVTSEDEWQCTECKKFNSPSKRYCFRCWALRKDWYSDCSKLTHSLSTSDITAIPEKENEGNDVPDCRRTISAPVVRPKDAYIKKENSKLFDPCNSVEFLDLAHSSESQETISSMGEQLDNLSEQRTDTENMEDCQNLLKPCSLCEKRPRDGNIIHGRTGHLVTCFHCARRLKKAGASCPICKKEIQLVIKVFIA
Target sequence (Q00987 whole entry, looked up): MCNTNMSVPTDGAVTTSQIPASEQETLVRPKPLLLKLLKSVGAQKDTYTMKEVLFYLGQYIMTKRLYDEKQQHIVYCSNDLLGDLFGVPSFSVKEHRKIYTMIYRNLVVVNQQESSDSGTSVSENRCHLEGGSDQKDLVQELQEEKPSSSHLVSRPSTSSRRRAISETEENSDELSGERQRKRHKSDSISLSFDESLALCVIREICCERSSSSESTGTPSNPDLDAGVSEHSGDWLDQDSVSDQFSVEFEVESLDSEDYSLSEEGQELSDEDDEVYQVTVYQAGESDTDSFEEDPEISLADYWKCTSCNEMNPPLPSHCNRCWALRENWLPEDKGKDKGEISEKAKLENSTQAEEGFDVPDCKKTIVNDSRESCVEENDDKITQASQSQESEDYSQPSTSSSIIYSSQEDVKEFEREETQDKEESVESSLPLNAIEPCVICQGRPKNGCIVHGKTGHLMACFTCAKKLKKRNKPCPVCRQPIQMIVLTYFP
TIM10 inh = growth inhibitors of TIM10 yeast strain; AID 463195; inhibition, % at 10 µM; S. cerevisiae TIM10 strain growth, BacTiter-Glo luminescence, 24 h; actives 1.4% (n = 330,000);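 active = inhibition of 40% or more at the single tested concentration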;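 also: wild-type TIM10 isogenic control strain grown at permissive 25 °C; 0% = DMSO yeast wells and 100% = minimal medium wells without yeast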
tim23-1 inh = inhibits growth of tim23-1 mutant yeast. S. cerevisiae tim23-1 growth, BacTiter-Glo luminescence, 24 h. inhibition, % at 20 µM. actives 1.3% (n = 330,000). AID 463212;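 active = growth inhibition of the mutant yeast at or above 50%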;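 also: temperature-sensitive mutant grown at 25 °C; plate controls were DMSO-treated mutant yeast for no effect and medium wells lacking yeast for full effect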
* hit, by the source's call.

SMILES	CHOP UPR activ	tim10-1 inh	Jurkat NFkB inh	XBP1 UPR activ	697 NFkB inh	Mdm2 MdmX PPI	TIM10 inh	tim23-1 inh
COCC(=O)N(C)C[C@H]1N[C@@](C)(C(=O)OC)[C@H]2C(=O)N(Cc3ccccc3)C(=O)[C@@H]12	2.4	4	6	-3	6	-8	-2	11
Cc1c(-c2cccc(Cl)c2)nc2ccccc2c1C(=O)OC/C(O)=C(\C#N)c1nc2ccccc2[nH]1	0.4	14	9	16	-15	70*	-5	7
Cc1cccc(N2Cc3ccccc3C2=NC(=O)c2ccc(Cl)nc2)c1	7.0	28	-15	0	-18	1	34	49
COc1ccc(CC(=O)O/N=C(\N)Cc2cccc3ccccc23)cc1	-2.2	44*	7	2	0	-2	48*	16
O=C(c1cc2ccccc2oc1=O)N(Cc1ccc(F)cc1)C1CCS(=O)(=O)C1 (stereo not drawn)	6.3	-6	-55	2	-31	4	-4	-17
CC(=O)Nc1ccc(S(=O)(=O)NC(CC(=O)O)c2ccc(OC(C)C)cc2)cc1 (stereo not drawn)	0.7	6	-4	-1	3	3	-1	7
Cc1ccc(NC(=O)CS(=O)CC(=O)NC(C)CCc2ccco2)cc1Cl (stereo not drawn)	-0.4	7	0	-2	18	3	-3	-2
COc1ccc(C=NCC2COc3ccccc3O2)cc1OC (stereo not drawn)	0.1	-1	-8	4	15	20	0	2
Cc1cc(C)n(-c2ccc(C(=O)OCC(=O)Nc3ccc(S(=O)(=O)N4CCOCC4)cc3)cc2)n1	1.1	3	-3	-1	-11	4	5	3
COC(=O)c1ccc2[nH]c3c(c2c1)CC(C)CC3 (stereo not drawn)	7.2	24	-23	0	-25	2	19	40
O=C1c2ccc3c4c(ccc(c24)C(=O)N1c1cccc(O)c1)CC3	0.3	-4	14	-4	12	4	1	-6
O=C1C2C3C=CC(C3=C3CCCCC3)C2C(=O)N1c1ccccc1 (stereo not drawn)	-0.8	14	16	-3	8	6	17	11
Cc1ccnc(NC(=O)c2ccc(S(=O)(=O)N3CCCCCC3)cc2)c1	3.9	29	-120	-3	-74	-28	5	39
CCCCCCN1CC(O)=C(c2nc3ccccc3[nH]2)C1=N	-1.2	-15	-29	0	-19	14	6	3
NC(=O)c1ccccc1OCC(=O)N1CCCC1c1ccc2c(c1)OCCCO2 (stereo not drawn)	0.7	-8	6	4	4	27	4	-16
COc1ccc(SCCc2nnc(-c3ccccc3)o2)cc1	0.1	26	-22	-5	-10	-8	-12	24
O=C(COc1ccc(S(=O)(=O)N2CCCC2)cc1)NCCC1=CCCCC1	-1.4	29	-12	-3	-11	3	1	31
OCc1cn(-c2ccccc2)nc1-c1ccco1	1.6	-1	12	3	2	2	13	2
CN(C)C(=S)c1ccc(N(C)C)cc1	0.6	4	-1	0	8	10	-24	3
Cc1[nH]c2ccccc2c1NC(=O)CN1CCN(C(=O)c2ccco2)CC1	0.4	8	12	0	-6	-13	16	12
O=C(Nc1nc2ccccc2n1Cc1ccccc1)c1ccco1	1.0	-2	9	0	2	49	-2	8
Cn1cc(CN2CCC(C(=O)Nc3cccc(-c4cscn4)c3)CC2)cn1	-1.4	-3	11	-1	0	8	-5	-3
COc1ccc(-c2nc3ncnn3cc2C)cc1F	-1.5	13	0	1	-18	19	-9	9
Cc1ccc(S(=O)(=O)N2CCC(C(=O)N3CCC[C@H]3C(=O)NCc3ccccc3)CC2)cc1	0.2	8	-3	-3	-6	7	-8	5

Single records (already shown). Order of values: CHOP UPR activ, tim10-1 inh, Jurkat NFkB inh, XBP1 UPR activ, 697 NFkB inh, Mdm2 MdmX PPI, TIM10 inh, tim23-1 inh
CN(C)C(=S)c1ccc(N(C)C)cc1 is entered as 0.6, 4, -1, 0, 8, 10, -24, 3
O=C(Nc1nc2ccccc2n1Cc1ccccc1)c1ccco1 is entered as 1.0, -2, 9, 0, 2, 49, -2, 8
Cc1[nH]c2ccccc2c1NC(=O)CN1CCN(C(=O)c2ccco2)CC1 is entered as 0.4, 8, 12, 0, -6, -13, 16, 12
NC(=O)c1ccccc1OCC(=O)N1CCCC1c1ccc2c(c1)OCCCO2 (stereo not drawn) is entered as 0.7, -8, 6, 4, 4, 27, 4, -16
Cc1ccnc(NC(=O)c2ccc(S(=O)(=O)N3CCCCCC3)cc2)c1 is entered as 3.9, 29, -120, -3, -74, -28, 5, 39

Following part.
SMILES	CHOP UPR activ	tim10-1 inh	Jurkat NFkB inh	XBP1 UPR activ	697 NFkB inh	Mdm2 MdmX PPI	TIM10 inh	tim23-1 inh
CC(C)OC(=O)C1C2C=CC3(CN(C(C)c4ccc(Br)cc4)C(=O)C13)O2 (stereo not drawn)	0.0	16	14	0	-4	-22	5	12
CN(C)C(CNC(=O)c1ccc(S(=O)(=O)N(C)C)cc1)Cc1ccccc1 (stereo not drawn)	-2.4	-2	-3	2	3	1	4	5
CC(=O)c1cn(CC(=O)Nc2ccccc2)c2ccccc12	-0.8	2	36	-2	1	-2	-2	3
CC(=O)N1CCCc2ccc(NS(=O)(=O)c3ccc(C)cc3)cc21	-0.4	11	-6	-1	-21	11	11	5
CCC(C)NC(=O)CSc1nnc(-c2cc(-c3ccc(C)cc3)nc3ccccc23)n1N (stereo not drawn)	4.2	12	-7	-1	9	22	14	8
CN(C)S(=O)(=O)N1CCCC(C(=O)c2ccc(-c3ccccc3)cc2)C1 (stereo not drawn)	-1.6	-5	3	-8	-8	7	-5	2
O=C(Nc1ccc(F)cc1)c1ccccc1CC[N+](=O)[O-]	1.4	13	3	-3	25	-22	3	14
COC(=O)C1C(=O)c2c([nH]c(C(=O)OC3CCCCCC3)c2C)CC1C (stereo not drawn)	4.7	5	-111	2	-114	-17	-10	4
CC(C)NC(=O)COC(=O)C1CSC2(c3ccc(Br)cc3)CCC(=O)N12 (stereo not drawn)	0.7	7	4	4	10	10	-3	3
O=C(CCl)NC(Cc1ccccc1)c1ccccc1 (stereo not drawn)	0.9	16	18	-4	10	74*	15	19
CCN(CC)c1cc2nonc2c2nonc12	0.4	21	8	-4	-1	-5	18	13
CCOc1ccc2nc(SCC(=O)NCC3CCCO3)sc2c1 (stereo not drawn)	0.9	-15	5	-1	-7	16	-9	10
CCCOC(=O)c1ccc(NC(=O)c2cc(=O)[nH]c3ccccc23)cc1	-1.7	9	2	0	5	22	-9	-9
OC1(c2ccccc2)CNCCc2ccccc21 (stereo not drawn)	-0.7	21	9	-1	9	9	1	16
Cc1[nH]n(-c2ccccc2)c(=O)c1N=Nc1cccc(C(=O)O)c1	-9.7	-12	35	-9	-153	-67	-12	11
CCCOc1ccc(CSCCNC(=S)Nc2ccccc2)cc1	1.2	46*	7	-1	-18	7	32	41
CCCCNS(=O)(=O)c1ccc2nc(SCC(=O)Nc3ccccc3Cl)[nH]c2c1	0.0	7	-11	1	-15	13	-6	13
COc1ccc(N=C2C(=Nc3ccc(OC)cc3)N(c3ccccc3)C(=S)N2C(=O)c2ccc(Cl)cc2)cc1	3.4	23	-26	5	-1	-21	14	6
Cc1ccc(C(=O)NCCNS(C)(=O)=O)cc1	2.6	11	-10	3	6	4	-5	17
Cc1c(C(=O)NN)nn(-c2ccc(F)cc2)c(=O)c1C#N	-0.7	8	4	-5	6	-13	-9	13
COc1ccccc1OCCCn1c(=O)sc2ccccc21	2.9	29	-9	9	-6	-21	24	34
CCOC(=O)c1oc2ccccc2c1COC(=O)CNC(=O)c1ccc(C)cc1	-0.3	9	-10	-1	14	-3	7	16
O=[N+]([O-])c1ccc2n[nH]nc2c1	-1.3	1	7	-3	-4	-1	7	3
CCn1c(C)c(C(C)=O)c(N2CCN(c3ccccc3)CC2)nc1=S	-2.3	-14	-2	-1	13	29	-2	-2
N/C(=N\OC(=O)Cc1cccs1)c1ccccc1	7.0	15	-48	3	-43	14	-10	2
O=S(=O)(N1CCCCCC1)N1CCN(S(=O)(=O)N2CCOCC2)CC1	-0.4	6	-13	-3	8	13	5	1
CCOc1ccc(NC(=S)N(CCc2c(C)[nH]c3ccc(C)cc23)Cc2ccncc2)cc1	2.9	4	-29	-4	-1	26	13	19
C=CC[C@@H](Cc1ccc(F)cc1)C(=O)OC[C@@H]1CCCN1C(=O)[C@H](CC=C)CC(=O)N(CCO)Cc1ccccc1	0.9	9	0	0	4	31	12	30
Fc1ccc(CN2CCCCCCC2)cc1F	-0.8	-3	4	0	9	6	-6	7
CC1=CCC(C(=O)O)C(C(=O)NC2CCCCC2)C1 (stereo not drawn)	-2.6	2	9	-2	-2	15	2	4
CC1(C)Cc2c(sc3c2c(=N)n(Cc2ccco2)c(=O)n3CC(=O)Nc2ccc(Cl)cc2)CO1	1.5	6	16	-3	-8	39	7	14
O=C(Nc1cc2c(ccc3ccccc32)oc1=O)C1CCCCC1	0.5	12	-3	-5	14	12	14	11
COC(=O)c1ccccc1NC(=O)CN1CCN(C(=O)c2ccco2)CC1	-0.5	27	0	0	7	-11	14	20
Cc1cc2nc(-c3cccnc3SCC(=O)NC(C)C)[nH]c2cc1C	3.6	26	-64	-3	-59	-57	19	11
COC(=O)Nc1nnc(CCc2ccccc2)s1	0.7	-3	4	2	3	11	-11	-3
CCC1CCc2sc(C(=O)NNC(=O)c3ccncc3)cc2C1 (stereo not drawn)	0.3	9	13	-2	11	14	19	20
CCN(CC)CC(O)COCCC12CC3CC(CC(C3)C1)C2 (stereo not drawn)	-2.3	6	-2	-1	-12	19	11	3
O=C(O)c1ccccc1C(=O)NCc1ccccc1	-0.5	-5	-4	-3	26	10	-3	3
S=C(NCc1ccco1)Nc1ccc(Br)cn1	0.8	16	3	-2	-7	13	21	34
O=C(CCN1C(=O)/C(=C/c2ccccc2Cl)SC1=S)NC1CCS(=O)(=O)C1 (stereo not drawn)	-1.7	2	14	-6	-19	3	-14	7
Cc1ccc(C(=O)O)c(C(=O)Nc2nc(C)cs2)c1	0.7	-3	7	3	27	6	-4	5
Cc1ccc(NC(=O)CSc2nc3[nH]ncc3c(=O)[nH]2)cc1	-2.5	-8	-9	0	12	-3	1	18
N/C(=N\OC(=O)c1cccc(Br)c1)c1ccccn1	-8.0	33	-129	-7	-180	-66	59*	47
O=C1CC(N2CCN(c3ccc(Cl)cc3)CC2)C(=O)N1c1ccc(F)cc1 (stereo not drawn)	-9.1	21	-1	-4	-7	10	-2	25
Cc1ccc(C(=O)Cn2nnc3c(sc4nc5c(c(-c6ccccc6)c43)CCC5)c2=O)cc1	-1.7	18	-6	3	-37	-6	-1	21
Fc1ccccc1Cn1nnc2c(NCCc3ccccn3)ncnc21	0.5	20	-9	-1	3	31	-9	4
COc1ccc(S(=O)(=O)N(C)c2ccc(C(=O)NCC3CCCO3)cc2)cc1 (stereo not drawn)	0.0	14	11	-1	4	-2	15	15
COc1cccc(C2Nc3ccc4ccccc4c3C3=C2C(=O)CC(C)(C)C3)c1OCC(=O)O (stereo not drawn)	1.1	-8	-10	-3	5	-16	3	0
COc1ccc(-n2c(Cn3c(=O)sc4ccccc43)nnc2SC)cc1	1.4	13	-7	-3	11	-11	8	12
COC(=O)CNC(=O)CN1C(=O)N(c2ccccc2)C(N(O)C(=O)Nc2ccccc2)C1(C)C (stereo not drawn)	-3.5	1	-12	-4	19	-12	5	0
Cc1c(S(=O)(=O)N2CCOCC2)c(=O)n(C)c(=O)n1C	1.2	5	10	-1	1	-22	1	11
Cc1cc(C)n2nc(SCCCC(=O)c3ccccc3)nc2n1	-0.8	12	1	-1	11	0	-10	12
CCN1C(=O)c2ccccc2Sc2ccc(C(=O)NC(C)C)cc21	-1.5	-3	-8	-1	9	4	20	27
